Compound activity from PubChem BioAssay.
VEEV TC-83 Vero: inhibitors of VEEV TC-83 cytopathic effect, confirmation, Vero cells (AID 588727) | hit rate 0.13% among 350,000 | Vero cells, VEEV TC-83 cytopathic effect inhibition; higher % means a stronger effect | inhibition, % at 20 µM; hits with a dose series show IC50 in µM; in the data active means a potency from the dose series; inconclusive means inhibition mostly from about 14% at the one dose, without a potency; inactive means the rest, 99 in 100 with inhibition below about 12%; further: strong numbers were not always called active
influenza NS1A: H1N1 influenza NS1A inhibitors, functional cell based assay (AID 504329); NS1A functional cell-based assay, percent inhibition; higher % means a stronger effect; one-dose inhibition, % at 12.5 µM; IC50 in µM for titrated hits; hit rate 0.3% among 340,000; in the data active means a potency from the dose series; inconclusive means inhibition above about 27% without an active follow-up result; further: strong numbers were not always called active
Salmonella PhoP GFP: PhoP regulon inhibitors, Salmonella typhi PhoP promoter GFP reporter, confirmatory (AID 1850); Salmonella Typhi PhoP-promoter GFP reporter, fluorescence, 4 h; higher % means a stronger effect; inhibition, % at 50 µM; hits with a dose series show IC50 in µM; hit rate 0.33% among 310,000; in the data active means a potency from the dose series; inconclusive means inhibition mostly from about 25% at the one dose, without a potency; inactive means the rest, 99 in 100 with inhibition below about 19%;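 further: 0% = induced wells with vehicle and 100% = uninduced wells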
tuberculosis growth: growth inhibition of non-replicating M. tuberculosis (AID 488890). hit rate 0.39% among 320,000. inhibition, % at 25 µM, or IC50 in µM where a hit was titrated. Mycobacterium tuberculosis non-replicating, growth inhibition; higher % means a stronger effect; in the data active means a potency from the dose series; inconclusive means inhibition mostly from about 82% at the one dose, without a potency; inactive means the rest, 99 in 100 with inhibition below about 76%;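 further: plate controls were DMSO cells for no effect and high antibiotic wells for full effect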
M. tuberculosis HTS: M. tuberculosis growth inhibition, HTS (AID 449762); inhibition, % at 25 µM, or IC50 in µM where a hit was titrated; M. tuberculosis H37Rv growth inhibition, 7H9 media; higher % means a stronger effect; hit rate 0.59% among 330,000; in the data active means a potency from the dose series; inconclusive means inhibition above about 70% without an active follow-up result;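 further: bacterial growth assessed after seven days of incubation; strong numbers were not always called active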
VEEV TC-83 Vero 10K pilot screen: also measured in VEEV TC-83 Vero; calls as there; inhibition, %; measured here: 10K pilot screen inhibition
An asterisk follows results filed as active; i = inactive; ? = inconclusive; nt = not tested or not shown; & = joins results of further samples.

SMILES	VEEV TC-83 Vero	influenza NS1A	Salmonella PhoP GFP	tuberculosis growth	M. tuberculosis HTS	others
Cc1ccc(S(=O)(=O)N2CCCCC2)cc1C(=O)OC(C)C(=O)NCC1CCCCC1 (centres undefined)	6.5%	-1%	nt	nt	nt
COc1ccc(N2C(=O)C(Cl)=C(Nc3ccc(OC)cc3OC)C2=O)cc1	0.9%	9%	12%	25%	1%
COc1ccc(CCNC(=O)Cn2ccc3c(OC)cccc3c2=O)cc1OC	1.1%	-5%	7%	15%	-7%
O=C(N[C@@H](c1ccccc1)[C@@H]1C[C@H]1C(=O)NCc1ccccn1)OCc1ccccc1	0.6%	-15%	12%	-1%	-3%	VEEV TC-83 Vero 10K pilot screen=0.9
O=C(NCCCCc1ccccc1)c1ccccc1	0.5%	-5%	2%	60%	-1%
Cc1ccc(/C=C/C(=O)Nc2nccs2)o1	0.5%	19%	-22%	3%	2%
C[C@@H]1C=C(C(=O)N2CCN(Cc3ccc4c(c3)OCO4)CC2)O[C@H](OCCCCO)C1	0.3%	8%	-8%	-2%	-4%
FC(F)(F)c1cnc(N2CCC(=NOCc3ccc(Cl)cc3)CC2)c(Cl)c1	i	2%	-12%	52%	?
O=C(COC(=O)c1ccccc1O)NC12CC3CC(CC(C3)C1)C2	1.9%	-11%	nt	?	?
CCOc1ccccc1C(=O)Nn1c(C2CCC2)nc2ccccc2c1=O	0.4%	-3%	1%	29%	21%
Cc1ccccc1C(=O)Nc1ccccc1	0.8%	-6%	-7%	-6%	-6%
CC(C)C[C@@H](CNCC(=O)[C@H](CC(C)C)NC(=O)c1[nH]cnc1C(=O)N[C@H](CN)CC(C)C)NC(=O)c1nc[nH]c1C(=O)N[C@@H](CC(=O)O)C(=O)O	i	-8%	nt	nt	nt
FC(F)(F)/C(=N\P(=S)(N1CCOCC1)N1CCOCC1)N1CCOCC1	2.5%	-7%	-1%	-7%	-3%
COC(=O)CS(=O)(=O)c1cc(Br)cc2c1N(C(C)=O)CC2	1.8%	-8%	-3%	-17%	-5%
COc1ccc(C)c2sc(=NC(=O)c3ccccc3)n(C)c12	1.7%	3%	-7%	-11%	-1%
C[C@H](CO)N1C[C@H](C)[C@@H](CN(C)C(=O)Nc2ccc(C(F)(F)F)cc2)Oc2ccc(NS(=O)(=O)c3cccs3)cc2C1=O	0.9%	11%	nt	29%	-8%
CCN(CC)C(=O)C1CCCN(c2ccc([N+](=O)[O-])cc2)C1 (centres undefined)	1.4%	-2%	-6%	2%	-10%
COCCN(C(=O)Cn1nnc2ccccc21)C(C(=O)NC1CCCC1)c1cccc(OC)c1OC (centres undefined)	1.2%	-10%	-15%	7%	3%
C[C@H]1CN([C@@H](C)CO)C(=O)c2cccc(NC(=O)Nc3ccc(F)cc3)c2O[C@@H]1CN(C)Cc1ccc(C(=O)O)cc1	1.6%	-5%	nt	-17%	5%
COC(=O)c1ccc(N2CCN(C)CC2)c(NC(=O)c2cccnc2)c1	0.3%	-4%	4%	2%	-4%
CCOCCCNC(=O)C(c1ccccc1)N(Cc1ccc2c(c1)OCO2)C(=O)c1ccccc1O (centres undefined)	2.8%	-1%	7%	nt	0%
Nc1nc(SCC(=O)Nc2ccc([N+](=O)[O-])cc2)[nH]c(=O)c1NC(=O)c1ccc(Br)cc1	0.3%	-7%	-8%	-8%	-20%
CC(OC(=O)CCN=C1NS(=O)(=O)c2ccccc21)C(=O)Nc1ccccc1F (centres undefined)	2.5%	-7%	5%	-9%	9%
CN(C(=O)Nc1ccc(Cl)cc1Cl)C1CCCC1	1.0%	-5%	-6%	21%	3%
COc1cc(C(=O)Nc2c(C(=O)O)[nH]c3ccccc23)cc(OC)c1OC	i	2%	-9%	-3%	6%
FC(F)(F)c1nc2ccccc2nc1N/N=C\c1ccccc1	9.2%	18%	3%	-7%	-5%
CCN(Cc1ccccc1)Cc1c(C)[nH]c2c(C)c(C)ccc2c1=O	i	2%	4%	-8%	-2%
COc1ccc(C2NC(=O)NC(c3ccccc3)=C2c2nc3ccccc3s2)cc1 (centres undefined)	0.1%	-1%	-3%	nt	nt
C/C(=N\NC(=O)Cn1c(-c2ccccn2)nc2ccccc21)c1ccccc1	i	-6%	-7%	-7%	6%
O=C(NCC1CCCO1)c1ccc2c(c1)N(Cc1ccccc1)C(=O)CS2 (centres undefined)	4.8%	-3%	6%	7%	7%
CC12CCC(C(=O)Nc3ccc4c(c3)OCCO4)(OC1=O)C2(C)C (centres undefined)	2.3%	3%	-10%	7%	-2%
Cc1c(NC(=O)c2cc3c(=O)n4ccccc4nc3s2)c(=O)n(-c2ccccc2)n1C	0.5%	12%	5%	2%	-3%
CC(NC(=O)c1ccc(S(=O)(=O)N(C)C)cc1)c1ccc(-n2ccnc2)cc1 (centres undefined)	3.9%	4%	11%	2%	-3%
COc1cccc(NC(=O)CSc2nncn2N)c1	0.9%	-10%	13%	-14%	2%
CC1(C(=O)NCc2ccc(F)cc2)Oc2ccccc2NC1=O (centres undefined)	1.3%	5%	12%	-3%	-1%
COc1ccc([N+](=O)[O-])cc1NC(=O)CCN1CCN(c2ccccc2OC)CC1	i	-3%	-2%	11%	0%
Cc1ccc(-n2ncc3c2CC(C)(C)CC3NC(=O)Cc2c(C)noc2C)cc1 (centres undefined)	6.6%	10%	2%	27%	-3%
CN1CCN(C(=O)c2cc3nc(-c4ccc(Cl)cc4)cc(C(F)(F)F)n3n2)CC1	i	2%	-3%	-18%	-5%
O=[N+]([O-])c1cnc(Nc2ccccc2)nc1Nc1ccccc1	0.6%	4%	-6%	nt	-7%
N=c1c[n+](N2CCOCC2)[n-]o1	0.8%	2%	-3%&-10%	11%&-10%	-2%&0%
O=C(COC(=O)c1ccco1)Nc1ccc2c(c1)OCCO2	0.2%	-7%	-21%	-3%	-3%
COc1cc(NC(=S)NCCCN2CCOCC2)c(OC)cc1NC(=O)c1ccco1	3.6%	9%	-2%	-25%	-2%
O=C(NC(NC(=S)Nc1cccc(C(=O)O)c1)C(Cl)(Cl)Cl)OCc1ccccc1 (centres undefined)	0.4%	11%	-6%	-9%	-7%
CC(C)(C)n1nc2c(c1NC(=O)C1CC(=O)N(c3ccc(Cl)cc3)C1)CS(=O)(=O)C2 (centres undefined)	6.4%	-4%	-3%	16%	0%
CCN(CC)S(=O)(=O)c1ccc(-n2cnc3cc(C)c(C)cc32)nc1	1.5%	2%	-11%	1%	-8%
CC(=O)Oc1ccc(C2(C)CC(C)(C)NC(=S)N2C)c(OC(C)=O)c1 (centres undefined)	1.0%	-11%	9%	12%	-1%
Cc1cccn2cc(CCNS(=O)(=O)c3ccc4c(c3)OCCO4)nc12	2.3%	29%	-4%	-12%	-2%
COc1cccc(Nc2nnc(SCc3nc4ccccc4s3)s2)c1	2.4%	3%	9%	25%	2%	VEEV TC-83 Vero 10K pilot screen=7.0
COc1ccc(CCNC(=O)CC(Cc2ccccc2)C(=O)O)cc1OC (centres undefined)	1.5%	1%	-4%	-4%	-1%
CCSc1nnc(-c2sc3nnc(-c4ccccc4)c(-c4ccccc4)c3c2N)o1	8.7%	-12%	-59%	13%	-3%
CCOC(=O)c1[nH]c(C)c(C(=O)OCC(=O)N2CCCCC2C)c1C (centres undefined)	7.6%	14%	-6%	1%	2%
COC(=O)C(NC(C)=O)(Nc1cc(C)ccn1)C(F)(F)F (centres undefined)	1.6%	-1%	-6%	1%	-3%
CC(C)C(=O)NCCc1nc2ccccc2n1CCCOc1ccc(Cl)cc1	6.0%	4%	3%	32%	46%
COc1cc(CN2CCCC(CO)(Cc3cccc(Cl)c3)C2)cc(OC)c1O (centres undefined)	i	-1%	3%	28%	-3%
O=C(OCC(=O)N1CCc2ccccc21)c1ccccc1F	0.1%	-2%	-4%	?	4%
O=C(CNC(=O)c1[nH]cnc1C(=O)N[C@@H](Cc1ccccc1)C(=O)OCc1ccccc1)OCc1ccccc1	0.5%	-2%	-4%	3%	2%
CCOc1ccc2c(c1)C(c1cccs1)=NNC(c1cccnc1)=N2	0.5%	2%	-9%	68%	15%
CCCC(=O)Nc1ccccc1-c1nnn(CC(=O)Nc2ccc(OC)cc2)n1	i	-5%	4%	5%	-1%
CCn1c(C)nnc1SCC(=O)Nc1ccccc1OC	i	3%	2%	-8%	-1%
CCN1C[C@@H]2[C@@H]3C(=O)N(C)C(=O)[C@@H]3[C@](Cc3ccccc3)(C1=O)N2C(=O)c1ccc(Cl)cc1	1.0%	-3%	nt	nt	nt
Continued:
SMILES	VEEV TC-83 Vero	influenza NS1A	Salmonella PhoP GFP	tuberculosis growth	M. tuberculosis HTS	others
Cc1cc(C)cc(N(CCC#N)C(=O)COC(=O)CCc2c[nH]c3ccccc23)c1	2.0%	2%	nt	13%	?
Cn1c2c(c(O)c(-c3ccccc3)c1=O)C(=O)CC(C)(C)C2	1.4%	-9%	0%	-10%	1%
CC1=C(C(=O)N(C)C)C(c2cccc(Cl)c2)NC(=O)N1 (centres undefined)	i	2%	-11%	2%	0%
COc1ccc(C2C(C(=O)NCCN(C)C)c3cc(OC)c(OC)cc3C(=O)N2C)cc1OC (centres undefined)	4.4%	0%	5%	-12%	-3%	VEEV TC-83 Vero 10K pilot screen=0.3
COc1ccc(N2C(=NC(=O)c3ccccc3)SC3CS(=O)(=O)CC32)cc1 (centres undefined)	0.4%	6%	-11%	-5%	-1%
COc1ccc(N2C(=O)CSC2c2cccc(OC)c2OC)cc1 (centres undefined)	0.2%	14%	-4%	5%	-1%
CC(/C=C/c1ccco1)=N/NC(=O)C1COc2ccccc2O1 (centres undefined)	1.7%	0%	-17%	53%	7%
CCN1CCN(c2ccc([N+](=O)[O-])cc2S(=O)(=O)N2CCOCC2)CC1	0.1%	-5%	14%	-2%	-11%
O=C1CSc2ccc(C(=O)N3CCN(c4ccccn4)CC3)cc2N1	2.1%	3%	-7%	7%	5%
CCOc1ccc(-c2c(C(=O)N/N=C/c3ccsc3)nnn2-c2nonc2N)cc1	0.5%	-2%	8%	3%	2%
COC(=O)C1N[C@@H]([C@@H](NC(=O)COc2ccccc2)C(=O)NCc2ccccc2)SC1(C)C (some centres undefined)	10%	-18%	3%	20%	3%
CNC(=O)c1ccc(NC(=O)Cc2ccc(S(=O)(=O)N3CCOCC3)s2)cc1	1.2%	-7%	7%	-2%	-8%

3 neighbouring records already listed, quoted:
SMILES	VEEV TC-83 Vero	influenza NS1A	Salmonella PhoP GFP	tuberculosis growth	M. tuberculosis HTS	others
Cc1cc(C)cc(N(CCC#N)C(=O)COC(=O)CCc2c[nH]c3ccccc23)c1	2.0%	2%	nt	13%	?
Cn1c2c(c(O)c(-c3ccccc3)c1=O)C(=O)CC(C)(C)C2	1.4%	-9%	0%	-10%	1%
CC1=C(C(=O)N(C)C)C(c2cccc(Cl)c2)NC(=O)N1 (centres undefined)	i	2%	-11%	2%	0%

Additional records follow:
SMILES	VEEV TC-83 Vero	influenza NS1A	Salmonella PhoP GFP	tuberculosis growth	M. tuberculosis HTS	others
COC(=O)c1ccc(COc2ccc(C(=O)c3ccccc3)cc2)o1	3.6%	-6%	-5%	65%	11%
C#CCOCCOCCOCCNc1nc(N2CCN(C(=O)[C@H]([C@@H](C)CC)n3cc([C@@H](N)CC(C)C)nn3)CC2)nc(N2CCN(C(=O)[C@H](CCCCN)n3cc([C@@H](N)CO)nn3)CC2)n1	9.2%	-9%	-5%	39%	2%
O=C(NNC(=O)c1cccnc1SCc1cccc([N+](=O)[O-])c1)c1ccc(F)cc1	0.5%	-5%	-7%	-8%	-9%
Cc1cnc(-c2nnc(N(C)C(=O)c3cccnc3)s2)cn1	1.2%	2%	16%	5%	4%
COc1cc(Cl)c(CNC[C@H]2O[C@@H](n3ccc(=O)[nH]c3=O)[C@H](O)[C@@H]2O)c(Cl)c1O	i	-23%	nt	nt	nt
Cc1c(Cl)c([N+](=O)[O-])nn1CCCC(=O)Nc1cccc(Cl)c1	0.2%	-2%	1%	47%	2%

4 records drawn at random from the list so far:
SMILES	VEEV TC-83 Vero	influenza NS1A	Salmonella PhoP GFP	tuberculosis growth	M. tuberculosis HTS	others
C#CCOCCOCCOCCNc1nc(N2CCN(C(=O)[C@H]([C@@H](C)CC)n3cc([C@@H](N)CC(C)C)nn3)CC2)nc(N2CCN(C(=O)[C@H](CCCCN)n3cc([C@@H](N)CO)nn3)CC2)n1	9.2%	-9%	-5%	39%	2%
FC(F)(F)/C(=N\P(=S)(N1CCOCC1)N1CCOCC1)N1CCOCC1	2.5%	-7%	-1%	-7%	-3%
COc1ccc(CCNC(=O)Cn2ccc3c(OC)cccc3c2=O)cc1OC	1.1%	-5%	7%	15%	-7%
O=C(COC(=O)c1ccco1)Nc1ccc2c(c1)OCCO2	0.2%	-7%	-21%	-3%	-3%
